Bioassay records deposited in PubChem by Broad Institute.
CD40 NFkB inh: CD40 pathway inhibition in BL2 cells; BL2 NF-kB luciferase reporter, CD40L-induced, 4 h; hit rate 0.94% among 83,000; inhibition, % at 10 µM;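 active = mean inhibition of at least 50% with a set share of replicates also reaching that level; inconclusive = no clear call, values can overlap the other calls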;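 note: 0% = neutral control wells and 100% = IKK inhibitor VII at 50 µM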
Active calls of the source: *; ? = inconclusive; & = joins results of further samples; [ ] = another dose, or the depositor's remark.

No.	CD40 NFkB inh	compound
1	5	CO[C@H]1CN(C)C(=O)c2ccc(NC(=O)C3CCOCC3)cc2OC[C@@H](C)N(CC2CC2)C[C@@H]1C
2	7	Cc1ccccc1-n1nc(C)c2cc(C(=O)NCc3cccnc3)sc21
3	8[25 µM]	CCCNC(=O)C[C@H]1CC[C@H]2[C@@H](COC[C@@H](O)CN2C(=O)Nc2ccc(Cl)c(Cl)c2)O1
4	9	O=C(COC(=O)c1cc(S(=O)(=O)N2CCCCC2)ccc1Cl)NC1CCS(=O)(=O)C1 (stereo unspecified)
5	31[25 µM]	COc1ccc(C#Cc2ccc([C@@H]3[C@H]4CN(S(=O)(=O)c5cn(C)cn5)CCCCN4[C@H]3CO)cc2)cc1
6	6	O=C(Cn1c(=O)n(-c2ccccc2)c(=O)c2sccc21)N1CCCC1
7	7	CCN(CC(=O)Nc1ccccc1OC)CC(=O)Nc1sccc1C#N
8	6	CCCCn1c(N)c(N(CCOC)C(=O)c2oc3ccc(Br)cc3c2C)c(=O)[nH]c1=O
9	5	O=C(OCC(=O)c1ccc(Cl)s1)c1cncc(Br)c1
10	1&-11[25 µM]	CS(=O)(=O)N1[C@@H]2CNC[C@H]1C2c1ccc(-c2ccccc2)cc1 (stereo partly specified)
11	4	Cc1ccc(S(=O)(=O)N2CCN(C(=O)COC(=O)c3oc4ccccc4c3C)CC2)cc1
12	1	Cc1ccc(S(=O)(=O)N(C)CC(=O)N2CCCc3ccccc32)cc1
13	3	COCCNC(=O)NC(=O)COC(=O)C1(c2ccc(Cl)cc2)CC1
14	-3	CN1C(=O)c2cc(NC(=O)Cc3cccs3)ccc2OC[C@@H]2O[C@H](CC(=O)NCC3CC3)CC[C@H]21
15	7	O=C(NCCc1c[nH]c2ccccc12)C(F)(F)F
16	-6	O=C(NCc1cccs1)C12CC3CC(CC(C3)C1)C2
17	4	CC1CC(=O)N(CC(=O)N2CCCC2)c2ccccc2S1 (stereo unspecified)
18	2	O=C(c1cnn2c(C(F)F)cc(C3CC3)nc12)N1CCOCC1
19	0[25 µM]	O=C(CC(F)(F)F)N1C[C@@H]2[C@H](c3ccccc31)[C@@H](CO)N2Cc1cccnc1
20	-93	Cc1ccc(-n2cc(CNCCN3CCOC3=O)c(-c3ccc(F)cc3)n2)cc1
21	1	CCN(CCN(C)C)C(=O)c1ccc2nc(C)c(N(C)C(=O)CCc3ccccc3)n2c1
22	4	COc1ccc(-c2nnc(SCC(=O)N/N=C/c3ccccc3C(=O)O)n2-c2ccccc2)cc1
23	8	CCN(CC(=O)Nc1cc(Cl)ccc1C)C(=O)c1cc(S(=O)(=O)N2CCCCCC2)ccc1OC
24	-70	O=C(Nc1cccc(Cl)c1)c1cnn2cccnc12
25	-8	O=C(NCC(=O)N1CCN(C(=O)c2ccco2)CC1)c1cccc(Cl)c1

Molecules from the list above that contain bromine (two):
No.	CD40 NFkB inh	compound
8	6	CCCCn1c(N)c(N(CCOC)C(=O)c2oc3ccc(Br)cc3c2C)c(=O)[nH]c1=O
9	5	O=C(OCC(=O)c1ccc(Cl)s1)c1cncc(Br)c1

Returning to the listing, starting 3 compounds before the break.
No.	CD40 NFkB inh	compound
23	8	CCN(CC(=O)Nc1cc(Cl)ccc1C)C(=O)c1cc(S(=O)(=O)N2CCCCCC2)ccc1OC
24	-70	O=C(Nc1cccc(Cl)c1)c1cnn2cccnc12
25	-8	O=C(NCC(=O)N1CCN(C(=O)c2ccco2)CC1)c1cccc(Cl)c1
26	6	CC1CCCCC1NC(=O)CN1CCN(Cc2ccccc2Cl)C1=O (stereo unspecified)
27	-75	Cn1c(CCNC(=O)c2ccco2)nc2cc(NC(=O)c3ccco3)ccc21
28	7	c1ccc2c(c1)ncn2Cc1nnc2sc(-c3ccncc3)nn12
29	15	C=C[C@]12CC[C@H](OC(C)=O)CC1=CCC1C2CC[C@@]2(C)C1CCC21OCCO1 (stereo partly specified)
30	0	Cc1ccc(/C=C/C(=O)Nc2ccc(S(=O)(=O)Nc3ncccn3)cc2)cc1
31	6[25 µM]	COCC(=O)N1[C@@H](C#N)[C@H](c2ccccc2-c2ccccc2F)[C@@H]1CO
32	-5	Nc1scc[n+]1Cc1cccc2cccnc12
33	104*	C=C1C(=O)C23C(O)C1CCC2C12CCCC(C)(COC(C)=O)C1C(O)C3(O)OC2 (stereo unspecified)
34	4[25 µM]	C[C@H](CO)N1C[C@H](C)[C@H](CN(C)C(=O)Nc2ccc(C(F)(F)F)cc2)Oc2ccc(NC(=O)Cn3cnnn3)cc2CC1=O
35	-4[25 µM]	COc1ccc2c3c([nH]c2c1)[C@H](CO)N(C(=O)c1cccnc1)CC31CN(Cc2ccccc2)C1
36	-7	O=C(COc1ccccc1)NCC(=O)N1CCCCCC1
37	6[25 µM]	O=C(NCC1CCCCC1)[C@@H]1[C@@H](CO)[C@@H]2Cn3c(cccc3=O)[C@@H]2N1C(=O)CC1CC1
38	0	Cc1ccc(C2(c3noc(CN(C)Cc4ccccn4)n3)CCCC2)cc1
39	-65	Cc1ccc2oc(C(=O)NCC3CCOCC3)c(C)c2c1
40	-14[25 µM]	C[C@@H]1CN([C@H](C)CO)C(=O)c2cc(-c3ccc(F)cc3)cnc2O[C@H]1CN(C)S(C)(=O)=O
41	-2	Cc1ccc(NC(=O)CNC(=O)C2CCCCC2)nc1
42	-12[25 µM]	CN(C)C(=O)c1cccc(-c2ccc3c(c2)[C@H]2[C@H](CCN2Cc2nccs2)[C@@H](CO)N3)c1
43	1	C/C(CCc1ccccc1)=N\NC(=O)c1ccccc1[N+](=O)[O-]
44	10	O=C(CCC(=O)N1CCCC1)N1CCCC1
45	5	c1ccc2c(CSc3nnc(-c4ccncc4)o3)cccc2c1
46	9	COCC(=O)Nc1cc(Cl)ccc1C(F)(F)F
47	7	COc1ccc(N2CCN(C(=O)COC(=O)c3cccc(S(=O)(=O)Nc4cccc(C)c4)c3)CC2)cc1
48	-2	Cc1ccccc1-n1cc(CNC(=O)CC2C(=O)NCCN2C/C=C/c2ccccc2)cn1 (stereo unspecified)
49	-26	Cc1cccc(NC(=O)c2ccc(COc3cccc4ccccc34)o2)n1
50	-4	COc1ccc(NC(=O)CC2SC(N3CCOCC3)=NC2=O)c(OC)c1 (stereo unspecified)
51	3	Cc1cccc(NC(=O)CSCC(=O)OCc2ccccn2)c1
52	-45	O=C(Nc1nc2c(s1)CN(Cc1ccccc1)CC2)c1c(F)cccc1F
53	-1[25 µM]	Cc1noc(C)c1NC(=O)N1C[C@@H](O)COC[C@@H]2O[C@H](CC(=O)N3CCc4ccccc4C3)CC[C@H]21
54	-12	Nc1nc(Cl)cc(Sc2ccc3ccccc3c2)n1
55	6	CC(C)(C)N(Cc1ccccc1)C(=O)COC(=O)CNC(=O)c1ccco1
56	20	CC(=O)N1CCN(C(=O)c2ccc(S(=O)(=O)Nc3ccccc3C)cc2)CC1
57	11	CCc1ccc(-n2c(C)nc3cc(C(=O)NCc4cccnc4)ccc32)cc1
58	0[25 µM]	O=C(NC[C@@H]1[C@@H](c2ccccc2)[C@@H](CO)N1C(=O)Cc1ccncc1)C1CCC1
59	-15	O=C(Nc1cccc(NC(=O)c2cccs2)c1)c1ccc2c(c1)OCO2
60	-6	O=C(C[C@@H]1CC[C@@H](NC(=O)NC2CCCCC2)[C@@H](CO)O1)NCc1ccc(F)cc1
61	-39	Cc1nc2cc(OCc3cc(C(=O)NC(C)c4cnn(C)c4)no3)ccc2s1 (stereo unspecified)
62	11	Cc1cccc(C(=O)Nc2ccc(O)cc2C(=O)O)c1
63	10[25 µM]	Cn1cnc2nc(NCCO)nc(NCc3ccccc3)c21
64	5	O=C(CC(c1ccccc1)c1ccccc1)Nc1ccc2c(c1)OCCO2
65	109*	COc1cc(N2C(=O)C=CC2=O)ccc1N1C(=O)C=CC1=O
66	7	COc1ccccc1S(=O)(=O)N(C)C[C@@H]1OCc2ccccc2-c2c(n(C)c3ccccc23)C(=O)N([C@H](C)CO)C[C@H]1C
67	-10[25 µM]	COc1ccccc1CNC(=O)C[C@H]1C[C@@H]2c3cc(NC(=O)C4CCC4)ccc3O[C@@H]2[C@H](CO)O1
68	3	O=C(CNC(=O)c1ccco1)NCC(c1ccco1)N1CCCCC1 (stereo unspecified)
69	8	O=C(COC(=O)Cc1cccc2ccccc12)Nc1ccccc1-c1ccccc1
70	6	CC(NC(=O)Cc1cccs1)C(c1cccs1)N1CCN(c2ccccc2)CC1 (stereo unspecified)
71	-69	O=C(c1ccco1)N1CCN(c2ncnc3c2oc2ccccc23)CC1
72	-2	CC(C)N(C)C1=CC(=O)C(N(C)C(C)C)=CC1=O
73	2	Cc1ccc(S(=O)(=O)N2CCCCC2)cc1NC(=O)COC(=O)C1CC1
74	6	CC(C(=O)NCC1(c2ccccc2)CCCC1)N1CCCC1 (stereo unspecified)
75	4	COc1cc(C(=O)OCC(=O)NCCC2=CCCCC2)cc(OC)c1OC

Overlap with the part before: two entries, then new ones.
No.	CD40 NFkB inh	compound
74	6	CC(C(=O)NCC1(c2ccccc2)CCCC1)N1CCCC1 (stereo unspecified)
75	4	COc1cc(C(=O)OCC(=O)NCCC2=CCCCC2)cc(OC)c1OC
76	18	O=C(c1ccccc1Nc1ccc(SC(F)F)cc1)N1CCCCCC1
77	9	O=C(O)/C=C/C(=O)NCCc1cccc(Cl)c1
78	-5	O=C(O)c1ccc(Sc2nnc3ccccn23)c([N+](=O)[O-])c1
79	0	CCN(CC(=O)Nc1c(F)cccc1F)C(=O)Cc1ccc2c(c1)OCCO2
80	9	O=C(O)C1[C@H]2C(=O)N(C3CCCC3)C[C@]23C=C[C@H]1O3 (stereo partly specified)
81	18[25 µM]	C[C@H](CO)N1C[C@H](C)[C@@H](CN(C)Cc2ccc(Cl)c(Cl)c2)OCCCC[C@H](C)Oc2ccc(NC(=O)c3ccncc3)cc2C1=O
82	-1[25 µM]	CCCC#Cc1ccc([C@H]2[C@H]3CN(C(=O)Nc4cccc(F)c4)CC(=O)N3[C@H]2CO)cc1
83	15	O=C(NC1CC1)C(Cc1ccccc1)NS(=O)(=O)c1ccccc1F (stereo unspecified)
84	8	O=S(=O)(c1ccccc1)c1cnc(-c2ccccc2)nc1N1CCCCC1
85	0	CSc1ncccc1C(=O)OCC(=O)c1ccc2c(c1)NC(=O)CO2
86	-15	Cc1ccc(S(=O)(=O)NCC(c2ccco2)N2CCc3ccccc3C2)cc1 (stereo unspecified)
87	8	N#CC1(c2ccccc2)CCCN1C(=O)c1ccco1 (stereo unspecified)
88	1	CN1C(=O)c2cc(NC(=O)C3CCC3)ccc2OC[C@H]2O[C@H](CC(=O)NCC3CCCCC3)CC[C@H]21
89	-16	Cc1noc(C)c1COC(=O)c1ccc(N(C)C)cc1
90	-17	COC(=O)c1ccc(NC(=S)NN2CCOCC2)cc1
91	-1[25 µM]	CO[C@H]1CN(C)C(=O)c2cc(NC(=O)C3CCCCC3)ccc2OC[C@@H](C)N(C(=O)c2ccccc2)C[C@@H]1C
92	-23	O=C(Nc1ccncc1)C1CCN(S(=O)(=O)c2ccc(Cl)cc2)CC1
93	32	Cc1ccc(C(=O)N2CCN(C)CC2)cc1S(=O)(=O)N1CCOCC1
94	31[25 µM]	O=C(C[C@@H]1C[C@H]2c3cc(NC(=O)c4ccc5c(c4)OCO5)ccc3O[C@H]2[C@H](CO)O1)NC1CCCCC1
95	3	CC12CN(Cc3ccccc3)CC(C)(CN(Cc3ccccc3)C1)C2=O
96	13	Cc1ccccc1CN(c1ccc(C(=O)Nc2ccccc2C(=O)NCc2ccco2)cc1)S(C)(=O)=O
97	?	CN(C)CC/C=C1\c2ccccc2Sc2ccc(Cl)cc21
98	-1[25 µM]	CO[C@@H](CN(C)S(=O)(=O)c1ccc(C)cc1)[C@@H](C)CN([C@@H](C)CO)S(=O)(=O)c1cccc(Cl)c1
99	-8[25 µM]	CN1CCN(C(=O)[C@H]2[C@H](CO)[C@H]3Cn4c(ccc(/C=C/c5ccccc5)c4=O)[C@H]3N2CC2CC2)CC1
100	4[25 µM]	O=C(Cc1ccccc1)N1CC[C@H]2[C@H](CO)Nc3ccc(-c4cccc(F)c4)cc3[C@H]21
101	-15[25 µM]	Cc1ccc(S(=O)(=O)N[C@H]2C=C[C@@H](CC(=O)NCc3ccc(Cl)c(Cl)c3)O[C@@H]2CO)cc1
102	-3	O=C(Nc1ccc2snnc2c1)N1CCSCC1
103	-1	Cc1ccc(OCCC(=O)OCC(=O)Nc2cc(S(=O)(=O)N(C)C)ccc2C)cc1
104	-4	CN(C)C(=O)c1ccc(NC(=O)c2cc(-n3cnnc3)ccc2Cl)cc1
105	4	O=C(N[C@@H]1CC[C@@H](CCNC(=O)C2CCCCC2)O[C@H]1CO)c1ccccn1
106	13	NC(=O)CC1(CC(=O)O)CCCCC1
107	8	CN1CCN(S(=O)(=O)c2ccc(C3CCCCC3)cc2)CC1
108	9	O=C(NCc1ccco1)c1cnn2cccnc12
109	-27	O=C(Nc1ccccc1)N1C[C@@H]2[C@H](c3ccccc31)[C@H](CO)N2Cc1cocn1
110	46	Cc1cccc(C(=O)N[C@H](C(=O)Nc2nc3ccccc3[nH]2)C(C)C)c1
111	8	CCCCn1c(C)nc2cc(S(=O)(=O)N3CCOCC3)ccc21
112	-50	COC(=O)Nc1nc2c(s1)CCCC2
113	2	CCN(CC)CCCNC(=O)Cn1nc([N+](=O)[O-])c(Cl)c1C
114	-9[25 µM]	N#C[C@@H]1[C@@H](c2ccccc2-c2ccccc2F)[C@H](CO)N1C(=O)Cc1ccccc1
115	-16	COc1ccc(OC)c(NC(=O)Cn2cccc2)c1
116	9	CCc1nnc(NC(=O)C(C)C)s1
117	-85	COc1cccc2cc(NC(=O)C3CCCCC3)c(=O)oc12
118	0[25 µM]	CS(=O)(=O)N1CC(=O)N2[C@H](CO)[C@H](c3ccc(C#Cc4ccc(F)cc4)cc3)[C@@H]2C1
119	5	Cc1ccc(OCCCC(=O)Nc2cc(Cl)ccc2-n2cncn2)cc1
120	3	CCCNC(=O)N1[C@H](CO)[C@@H](c2ccc(C3=CCCC3)cc2)[C@@H]1CNC(C)=O
121	13[25 µM]	COc1ccccc1S(=O)(=O)N(C)C[C@@H]1OCc2ccccc2-c2ccccc2C(=O)N([C@H](C)CO)C[C@@H]1C

CD40 NFkB inh: what is marked active above
No.	CD40 NFkB inh	compound
33	104*	C=C1C(=O)C23C(O)C1CCC2C12CCCC(C)(COC(C)=O)C1C(O)C3(O)OC2 (stereo unspecified)
65	109*	COc1cc(N2C(=O)C=CC2=O)ccc1N1C(=O)C=CC1=O

An excerpt; count on the stated rates, not on these rows.
